# Dicer inh – inhibitors of Dicer pre-microRNA processing, primary screen, biochemical, cat-ELCCA, chemiluminescence; Endoribonuclease Dicer (Homo sapiens), Q9UPY3; cat-ELCCA pre-miR-21 Dicer processing; hits give high values; z-score at 25 µM; actives 6% (n = 47,000); AID 1347074, 2019; in the data active = z-score above about 3, passing the limit was not always enough;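 note: plate controls were vehicle for no effect and no enzyme for full effect; higher signal means more uncleaved substrate so more Dicer inhibition; strong numbers were not always called active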
# Numbers without * were called inactive. This is a subset (hit frequency here may not be typical).
molecule,Dicer inh
Cn1c(=O)c2c(nc(Cl)n2Cc2ccccc2)n(C)c1=O,-3.9
O=C(Nc1ccccc1)ONC=NC1=C(c2ccccc2)C(=O)c2ccccc21,-0.99
CCOc1ccc(N2C(=O)CC(N3CCN(C)CC3)C2=O)cc1 (stereo not drawn),-0.64
Cc1ccc2nc(NC3=NCN(CCCN4CCOCC4)CN3)nc(C)c2c1,0.34
Cc1ccccc1-c1nc(-c2ccccn2)no1,-0.35
CCc1c(C)c2c(C)nn(-c3ccc(Br)cc3)c2oc1=O,8.6
CCOC(=O)c1c(NC(=O)c2ccco2)sc2c1CCCCC2,5.7*
CCCC(=O)Oc1ccc2oc(-c3ccc(OC)cc3)cc(=O)c2c1,1.6
CC(C)(C)c1ccc(Oc2coc3cc(OCC(=O)O)ccc3c2=O)cc1,-0.35
CN(C)c1ccc(CNCCC2(O)CCOC(C)(C)C2)cc1 (stereo not drawn),0.77
Cc1nc(-c2ccc(Cl)cc2)sc1-c1csc(-c2ccc(Cl)cc2)n1,2.1
Nc1nc(SCc2nc(-c3ccccc3)no2)[nH]c(=O)c1-c1ccccc1,-0.22
Cc1nn(-c2cc(Cl)ccc2Cl)c(N)c1C(N)=S,0.75
O=S(=O)(Nc1ccc(N2CCCCC2)cc1)c1ccc(-c2cc(C(F)(F)F)on2)s1,4.9
CCOC(=O)c1sc(N2C(=O)c3oc4ccc(F)cc4c(=O)c3C2c2ccc(F)cc2)nc1C (stereo not drawn),0.09
Nc1nnc(-c2cc(-c3ccc(O)cc3)on2)o1,0.11
Cc1ccc(NC(=O)c2ccc(CSc3ccc(Cl)cc3)cc2)c(O)c1,-0.25
CCOC(=O)c1c(-c2ccc(F)cc2)csc1N,0.71
COC(=O)Cc1c(C)nc(SCC(=O)Nc2ccccc2)[nH]c1=O,-2.5
CCc1ccc(C2CC(c3ccc(F)cc3)Nc3nc(N)nn32)cc1 (stereo not drawn),0.75

# An excerpt from above in order of count of non-hydrogen atoms, low to high:
molecule,Dicer inh
Nc1nnc(-c2cc(-c3ccc(O)cc3)on2)o1,0.11
CN(C)c1ccc(CNCCC2(O)CCOC(C)(C)C2)cc1 (stereo not drawn),0.77
CCOC(=O)c1c(NC(=O)c2ccco2)sc2c1CCCCC2,5.7*
COC(=O)Cc1c(C)nc(SCC(=O)Nc2ccccc2)[nH]c1=O,-2.5
CC(C)(C)c1ccc(Oc2coc3cc(OCC(=O)O)ccc3c2=O)cc1,-0.35

# 3 of the compounds above, field by field:
mol: O=S(=O)(Nc1ccc(N2CCCCC2)cc1)c1ccc(-c2cc(C(F)(F)F)on2)s1
  Dicer inh: 4.9
mol: Cc1ccc(NC(=O)c2ccc(CSc3ccc(Cl)cc3)cc2)c(O)c1
  Dicer inh: -0.25
mol: CCOC(=O)c1c(NC(=O)c2ccco2)sc2c1CCCCC2
  Dicer inh: 5.7*

# Other results follow:
molecule,Dicer inh
Cn1c(SCC(=O)NN2CC(=O)N(c3cccc(Cl)c3)CC2=O)nnc1-c1ccncc1,0.51
O=C1CCCC2=C1C(c1cccs1)Nc1ccc3ncccc3c12 (stereo not drawn),1.3
O=C(Oc1ccc(-c2cnc3ccccc3n2)cc1)c1ccc(F)cc1,1.7
O=C1CC(c2cccc(Cl)c2)c2cc3c(cc2N1)OCO3 (stereo not drawn),1.6
Clc1cc(Cl)c2nc(Oc3cccc(N4CCOCC4)c3)sc2c1,-0.16
O=C(N1CCOCC1)N1CCc2ccccc21,0.8
N.N.O=C(O)C1(C(=O)O)CCC1.[Pt+2],-1.9
COc1ccc(C2CC(=O)C3=C(C2)Nc2ccccc2NC3c2ccc(OC(C)=O)c(OC)c2)cc1 (stereo not drawn),1.6
CCCC1=NC(C)(C)Cc2cc(OC)c(OC)cc21,1.1
Nc1ccc2nc(-c3ccc(-c4nc5ccc(N)cc5[nH]4)cc3)[nH]c2c1,0.33
Cc1cc(C)c(C#N)c(SCC(=O)N2CCCCC2)n1,-0.61
Cc1ccc(S/C=C(\C#N)S(=O)(=O)c2ccc(Cl)cc2)cc1,-0.41
NC(N)=NC(N)=NCCc1ccccc1,0.03
O=S1(=O)N=C(Nc2ccc(S(=O)(=O)N3CCCCC3)cc2)c2ccccc21,1.4
c1coc(CN2CN(CCN3CCOCC3)Cn3c2nc2ccccc23)c1,-1.6
C#CCOC(=O)NC(=O)c1c(-c2ccc(Cl)cc2)nn(C)c1SC,-1.9
COC(=O)c1ccc(C(=O)OC)c(NS(C)(=O)=O)c1,2.5
CCOC(=O)c1c(NC(=O)COc2ccccc2Br)sc2c1CCC2,0.53
N/C(=N\OC(=O)Nc1csc(-c2cccc(Cl)c2Cl)n1)c1ccc(Cl)cc1,-0.27
Cc1ncn2cc(-c3ccc(Cl)cc3Cl)[nH]c(=O)c12,-0.67
Nc1nnc(-c2ccc(Cl)cc2)s1,8.7*
Cc1nnc(SCC(=O)Nc2ccccc2Cl)n1-c1ccc2c(c1)OCCO2,-0.83
Clc1ccc(Oc2nc(-c3ccncc3)nc3ccccc23)cc1,0.61
CCOc1ccc(-c2n[nH]c(C)c2-c2ccccc2)c(O)c1,5.1*
CCc1ccc(NC(=S)NNC(C)(C)C)cc1,-1.1
CCOC(=O)c1cnc2c(c(C3CC3)nn2C)c1N1CCOCC1,2.5
CN(C(=O)Nc1ccccc1)C1CCCCC1,-0.54
COC(=O)c1cc(=O)n2c(c1C(=O)c1ccc(Cl)cc1)SCC2,5.6*
CCSC1=N/C(=C\c2ccc(C(=O)O)cc2)C(=O)S1,0.44
Cn1c(-c2ccc(Cl)cc2)n[nH]c1=S,-1.5
CCOC(=O)Cc1cnc(N/N=C2\CCCc3cc(OC)ccc32)s1,1.2
O=C(CSc1n[nH]c(=O)n1-c1ccc(OCc2ccccc2)cc1)c1ccc(C(F)(F)F)cc1,-0.82
CC1=C(C(=O)OCC2CCCO2)C(c2ccccc2OCc2ccccc2)C2=C(CCCC2=O)N1 (stereo not drawn),3.6*
COc1ccc(S(=O)(=O)c2ccc(OC)cc2)cc1,0.61
CC1CC(NC(=O)CC#N)CC(C)(C)C1 (stereo not drawn),-2.1
Cc1ccc(CS(=O)(=O)c2cccs2)cc1,0.71
C/S(=N\S(=O)(=O)c1cccc2nsnc12)c1ncccc1C(F)(F)F (stereo not drawn),-1.2
COc1ccc(Cl)cc1NC(=O)CSc1nc2ncccc2[nH]1,3.5*
COc1ccc(-c2nc(-c3cc4ccc(C)cc4[nH]c3=O)no2)cc1,-0.43
COc1ccc2cc(C(=O)NCC(=O)O)sc(=O)c2c1OC,1.4
Cn1c(=O)n(C)c2cc(S(=O)(=O)NCCCC(=O)O)ccc21,-0.16
Cc1ccc(NC(c2ccccn2)c2ccc3cccnc3c2O)c(C)c1 (stereo not drawn),-1.2
Cc1cc(Br)cc(C2NC(=O)c3c(sc4c3CCN(C)C4)N2)c1O (stereo not drawn),0.83
CCS(=O)(=O)Nc1cc2c(C(=O)O)c(C)n(S(=O)(=O)CC)c2cc1OC,-2
CCOc1ccc(NS(=O)(=O)c2ccc3c(c2)n(C)c(=O)n3C)cc1,-0.45
CCn1c[n+](CC(O)COc2ccc(OC)cc2)c2cc(C)c(C)cc21 (stereo not drawn),0.12
CC1=Nc2ccccc2-c2nnc(SCc3ccccc3)nc2O1,0.98
O=C(Oc1ccc(Cl)c2cccnc12)c1cccnc1,3.5*
CN(NC1OC(=O)c2ccccc21)c1ncc(C(F)(F)F)cc1Cl (stereo not drawn),-0.03
c1ccc2oc(NC3=NCN(CCN4CCOCC4)CN3)nc2c1,-0.36
Cn1c(-c2cc(Br)cs2)nc(=O)c2ccccc21,-2.2
COc1ccc(Cl)cc1C(=O)NCCc1ccc(S(=O)(=O)NC(=O)NC2CCCCC2)cc1,-0.08
COc1cc(CNCCSc2nnnn2C)cc(Cl)c1OCc1ccc(Cl)cc1,0.17
COCCn1c2c(c(=O)[nH]c1=O)C(c1ccccc1Cl)C1=C(N2)c2ccccc2C1=O (stereo not drawn),-1.7
OCc1ccc(-c2cccc(Cl)c2)o1,1.2
CCn1c(SCc2nc(-c3ccc(Br)cc3)no2)nnc1-c1ccco1,2.6
Cc1c(N2C(=O)CSC2c2ccco2)c(=O)n(-c2ccccc2)n1C (stereo not drawn),-0.14
O=c1[nH]nc(Cc2ccccc2)c2ccccc12,4*
COc1ccc(/C=C2\N=C(c3ccccc3)OC2=O)c(OC)c1,-1.5
CC1CCN(CCCCCOc2ccccc2Br)CC1,0.09

# (more compounds)
mol | Dicer inh
CCOC(=O)C12CCC(C(=O)OCC)(CC13SCCS3)C1(C2)SCCS1 | -0.25
O=C(CCC(=O)OCC(=O)c1ccc(C(F)(F)F)cc1)OCC(=O)c1ccc(C(F)(F)F)cc1 | 0.61
CCn1c(C)nc2cc(S(=O)(=O)NC)ccc21 | 2.5
COc1c(C(=O)O/N=C/c2c(F)cccc2Cl)csc1Cl | 0.89
CCCNC(=O)c1nn2c(c1Cl)NC(c1cccs1)CC2C(F)(F)F (stereo not drawn) | 2.1
CCc1cccc(CC)c1NC(=S)NCCCC(=O)O | -0.3
CC1=C(C#N)C(c2cn[nH]c2-c2cccs2)C2=C(CCCC2=O)N1 (stereo not drawn) | -0.45
Cc1ccc2[nH]c(C)c(CN3CC(C)OC(C)C3)c(=O)c2c1 (stereo not drawn) | 2
CCOC(=O)Cn1c(=O)c2c(nc3n2CCCCN3c2ccc(OCC)cc2)n(C)c1=O | -0.72
OCCN(CCO)c1nc(N2CCCCC2)c2nc(N(CCO)CCO)nc(N3CCCCC3)c2n1 | 1.1
CCOCCOC(=O)C1=C(C)NC2=C(C(=O)CCC2)C1c1ccc(OC)c(OC)c1 (stereo not drawn) | -0.34
CSC(=NC#N)S/C=C/C(=O)c1ccc(Br)cc1 | -0.1
COc1cccc(N2CC(O)=C(c3nc4ccccc4c(=O)[nH]3)C2=N)c1 | -1.2
Cn1cnc2c1c(=O)n(CCNCCO)c(=O)n2C | 1.4
CC1=C(C(=O)OCC2CCCO2)C(c2ccccc2Br)C2=C(CCCC2=O)N1 (stereo not drawn) | 2.1
CSc1nc2sc3c(c2c(=O)n1C)CC(C)(C)OC3 | 0.63
O=C(Cn1cc(C(F)(F)F)ccc1=O)c1ccc(Cl)cc1Cl | 0.67
COc1ccc(-c2cc(C(F)(F)F)nc(SCC(=O)NC3CCCC3)n2)cc1OC | 1.6
CCOc1ccccc1NC(=O)Oc1ccc(F)cc1Cl | -1.3
CC(=O)c1ccc(N/C=C/C(=O)c2ccc(F)cc2)cc1 | 0.22
Cc1[nH]c(=O)[nH]c(=O)c1NCCO | 2.1
O=C1CSC(=S)N1c1c(F)cccc1Cl | -1.6
CC(C)c1nc2sc3c(N4CCCC4)ncnc3c2c2c1COC(C)(C)C2 | 0.37
Cc1nc(-c2ccccn2)nc(NCCNc2cccc(C(F)(F)F)n2)c1Cl | 2.2
Cc1ccc(-n2nnnc2-c2cnc(-c3ccccc3)nc2-c2ccccc2)cc1 | -2.2
CSc1cc(C(F)(F)F)c(C(=O)Nc2c(C)cccc2C)cn1 | 0.11
CC(C)(C)c1ccc(Cn2c(CCCO)nc3ccccc32)cc1 | 1.1
O=C1CC(NC2CCN(c3ncccn3)CC2)C(=O)N1c1ccc(F)cc1 (stereo not drawn) | -0.86
CCOC(=O)CSC(=S)Nc1ccccc1Cl | -2.8
O=c1nc(Nc2ccccc2)c2ccccc2[nH]1 | 1.6
CCCSc1nnc2c(n1)[nH]c1ccccc12 | 1.2
Cc1cccc(CN2CCN(CC3CC4C=CC3C4)CC2)c1 (stereo not drawn) | 2.1
N/C(CS(=O)(=O)c1ccccn1)=N\OC(=O)c1ccc(Cl)cc1 | 49
Cn1c(=O)oc2cc(S(=O)(=O)Nc3ccccc3O)ccc21 | 1.5
Fc1ccc(OCc2nn3c(Cc4ccccc4)nnc3s2)cc1 | -0.8
CCOC(=O)c1ccc2c(c1)C1C=CCC1C(c1ccc(OC(C)=O)cc1OC(C)=O)N2 (stereo not drawn) | 1.1
CN(C)/C=C(\C#N)C(=O)NCc1ccc(F)cc1F | 0.25
CC(=O)OCCOCn1cc(F)c(=O)[nH]c1=O | -1
CCOC(=O)C1C(=O)NC(N2CCc3ccccc32)=NC1c1ccco1 (stereo not drawn) | 0.13
OC1(C(F)(F)F)CC(c2ccncc2)=NN1 (stereo not drawn) | -0.69
COc1cc(C2NC(=O)c3cc([N+](=O)[O-])ccc3N2)cc(OC)c1OC (stereo not drawn) | -0.44
Cc1cc2ncc(S(=O)(=O)C(C)(C)C)c(N)n2n1 | -0.69
CC(CN1CCOCC1)OC(=O)c1ccc2c(c1)OCCO2 (stereo not drawn) | 2.9
Cn1c(CSCC(=O)Nc2ccccc2)nnc1SCC(=O)Nc1cccc(Cl)c1 | 1.1
O=c1n(Cc2ccc(Cl)cc2)nc2n1-c1ccccc1OC2 | 2.1
Cc1c(C(=O)N(Cc2ccccc2)Cc2cccnc2)cnn1-c1ccc(F)cc1 | 1.4
Cc1c2c(=O)n(-c3nc4ccccc4s3)nc-2cc(O)n1CCN1CCOCC1 | -0.61
CC(C)(C)c1cc(N/C=C/c2nnnn2-c2ccccc2)no1 | -0.3

# Structural class, the compounds so far with a tert-butyl group (5)
mol | Dicer inh
CC(C)(C)c1ccc(Oc2coc3cc(OCC(=O)O)ccc3c2=O)cc1 | -0.35
CCc1ccc(NC(=S)NNC(C)(C)C)cc1 | -1.1
CC(C)(C)c1ccc(Cn2c(CCCO)nc3ccccc32)cc1 | 1.1
Cc1cc2ncc(S(=O)(=O)C(C)(C)C)c(N)n2n1 | -0.69
CC(C)(C)c1cc(N/C=C/c2nnnn2-c2ccccc2)no1 | -0.3

# (next part)
mol | Dicer inh
O=S1(=O)CCC(S(=O)(=O)N2CCOCC2)C1 (stereo not drawn) | -1.4
Oc1ccc2ncccc2c1C(Nc1ccccn1)c1ccc(Cl)cc1 (stereo not drawn) | 1.5
CCCc1cnc(N2CCCN(S(=O)(=O)c3ccc(C(=O)OC)n3C)CC2)nc1 | -0.49
CCOC(=O)C1=C(C)N=C2c3ccccc3C(=O)C2C1c1ccccc1 (stereo not drawn) | -1.1
CCc1cnc(NS(=O)(=O)c2cc(Cl)sc2Cl)nc1-c1c(F)cccc1F | -0.28

# Screening results (PubChem)
